Screening results as filed in PubChem.
IDE cell activ – boosts human insulin-degrading enzyme activity in HEK cells; P14735; FAbeta-B cleavage, fluorescence polarization; 0% vehicle, 100% cell-free pure enzyme wells; activation, % at 5.96 µM; 340,000 tested, 0.073% active; AID 493087;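 active = activation above the mean of all tested compounds plus 3 SD, set per screening campaign, cut at about 17% in these data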
MEKK2 WT-MEK5 – raises or lowers MEK5 binding to wildtype human MEKK2 PB1 domain | bead flow cytometry, Alexa488-MEK5 binding to MEKK2 WT; actives lie on both sides | binding response (% of control), % at 10 µM | 290,000 tested, 1.1% active | AID 1531; in the data active = binding response below about 67% or above about 130%
MEKK2 mut-MEK5 – signal of MEK5 binding to mutant human MEKK2 PB1 domain | bead flow cytometry, Alexa488-MEK5 binding to MEKK2 mutant | percent response, % at 10 µM | 290,000 tested, 0.35% active; in the data active = percent response above about 24%, passing the limit was not always enough; note: inactives centre near 1; some results filed as inactive read as strong as hits; reference of the scale not given here
MEKK3 PB1 HTS – raises or lowers MEK5 binding to the human MEKK3 PB1 domain; Q99759; 290,000 tested, 1.4% active; binding response (% of control), % at 10 µM; bead-based flow cytometry, Alexa488-MEK5 binding to MEKK3; actives lie on both sides; 0 = blocked by unlabeled MEK5, 100 = vehicle;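 active = binding response more than 3 SD above or below the average of its plate-row segment, actives on both sides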;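 note: Alexa488 bead fluorescence after subtracting the streptavidin-only scavenger bead signal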
Target sequence (Q99759 whole entry, looked up, the tested form may be a part): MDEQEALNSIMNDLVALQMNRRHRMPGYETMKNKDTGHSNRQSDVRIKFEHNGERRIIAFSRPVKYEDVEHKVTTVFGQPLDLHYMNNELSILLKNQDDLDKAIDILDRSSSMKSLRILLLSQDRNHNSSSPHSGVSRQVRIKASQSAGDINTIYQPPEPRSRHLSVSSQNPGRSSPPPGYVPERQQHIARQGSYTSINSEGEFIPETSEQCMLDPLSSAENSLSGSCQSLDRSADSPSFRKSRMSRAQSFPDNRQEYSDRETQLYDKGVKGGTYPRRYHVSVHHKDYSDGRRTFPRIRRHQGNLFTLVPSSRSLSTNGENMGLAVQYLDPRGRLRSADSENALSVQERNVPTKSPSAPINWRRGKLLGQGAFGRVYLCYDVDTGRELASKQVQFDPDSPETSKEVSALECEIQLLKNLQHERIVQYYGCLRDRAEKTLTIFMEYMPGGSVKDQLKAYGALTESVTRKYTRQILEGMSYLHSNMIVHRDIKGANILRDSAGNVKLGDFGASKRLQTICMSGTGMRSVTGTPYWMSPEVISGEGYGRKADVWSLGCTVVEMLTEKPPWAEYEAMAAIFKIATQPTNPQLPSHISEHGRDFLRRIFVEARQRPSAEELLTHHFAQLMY
SUMO HTRF inh – blocks human SUMOylation mediated by UBC9; P63279; AID 2006; inhibition, % at 35 µM; 290,000 tested, 0.36% active; HTRF SUMOylation assay, SAE1/SAE2 + UBC9, in vitro; in the data active = inhibition above about 50%, passing the limit was not always enough; note: strong numbers were not always called active
Target sequence (P63279 whole entry, looked up): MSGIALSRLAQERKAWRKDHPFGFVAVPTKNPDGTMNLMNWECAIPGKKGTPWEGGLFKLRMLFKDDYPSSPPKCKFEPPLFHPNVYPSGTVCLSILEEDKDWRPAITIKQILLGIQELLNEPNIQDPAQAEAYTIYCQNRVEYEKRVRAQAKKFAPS
PfM18AAP inh – blocks P. falciparum M18 aspartyl aminopeptidase. recombinant PfM18AAP, H-Glu-NHMec fluorogenic cleavage. inhibition, % at 7.35 µM. 290,000 tested, 1.2% active;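 active = inhibition above the campaign mean inhibition over all tested compounds plus 3 SD, cut at about 28% in these data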;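 note: 0% = plate median of test compound wells and 100% = 2 mM ZnCl2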
NALP1 yeast inh – NALP1 inhibition | AID 2071 | S. cerevisiae NALP1/ASC/caspase-1 growth, X-gal OD620, 72 h | inhibition, % at 10 µM | 280,000 tested, 0.61% active; in the data active = inhibition mostly above about 24%, no sharp cut-off; inactive = mostly below about 32%; note: some compounds called inactive have numbers as strong as hits
p-CIP stab down – p/CIP protein destabilization; F442A p/CIP-EGFP cells, EGFP fluorescence, 16 h; decrease of EGFP signal, % at 10 µM; 290,000 tested, 0.01% active; AID 1984;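 active = EGFP signal decrease of at least 30% at 10 µM or well 3 SD below plate mean, unless failing retest; inactive = the rest, including hits failing retest or dose response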; note: some compounds called inactive have numbers as strong as hits; many of its hits are not listed in these tables
IDE inh – inhibitors of human insulin-degrading enzyme in cells. P14735. HEK cells, FAbetaB cleavage, fluorescence polarization. inhibition, % at 5.59 µM. 320,000 tested, 0.41% active;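 active = percent inhibition above the average of all tested compounds plus 3 SD, set per screening campaign, cut at about 16% in these data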;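 note: IDE supplied by intact live HEK cells; FP after avidin binding of uncleaved biotin substrate so inhibition keeps polarization high; 0% = DMSO wells and 100% = 60 µM reference IDE inhibitor Ii1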
* marks the source's active call; other numbers are inactive results; nt = no result given; [ ] = remark or other dose.

SUMO HTRF inh,MEKK2 WT-MEK5,Molecule,PfM18AAP inh,NALP1 yeast inh,p-CIP stab down,IDE cell activ,MEKK2 mut-MEK5,MEKK3 PB1 HTS,IDE inh
15,96,COc1ccc(OC)c(CN2CCN(C(=O)c3cccs3)CC2)c1,-4,7,2,6,-4,98,3
2,105,CCC(=O)Nc1ccc2c(c1)ncn2-c1ccccc1C,-8,0,-6,-1,0,103,1
15,101,Cc1oc2ccc(OCc3ccc(F)cc3Cl)cc2c1C(=O)O,1,0,-8,-7,-2,101,-1
21,110,CCNCc1cc2cc(C)ccc2[nH]c1=O,9,33,-9,1,5,107,1
-11,101,O=C(COC(=O)c1cccc(Br)c1)NCCc1ccc(F)cc1,2,28,-8,6,-3,100,-1
2,101,CCCc1nnc(NC(=O)CCC(=O)NC2CCCCC2)s1,4,-4,-14,4,7,103,-5
-3,98,Cc1ccc(Oc2nn[nH]n2)cc1,-4,-8,-10,3,1,95,1
19,102,COc1cc(/C=N/N2CCN(C3c4ccccc4-c4ccccc43)CC2)ccc1O,-11,19,-2,3,5,110,7
14,104,Cc1[nH]c2ccc(F)cc2c(=O)c1SC(F)(F)C(F)C(F)(F)F (stereo not drawn),1,17,-12,-1,2,109,2
2,98,CN=c1sc2ccccc2n1CC(O)COc1ccccc1 (stereo not drawn),2,-3,-5,1,6,98,0
8,97,C=CCOC(=O)/C(=C/c1cccnc1)NC(=O)c1ccccc1,-4,10,-10,4,-28,89,2
3,105,C/C(=N\NC(=O)c1ccco1)c1cc2ccccc2o1,-14,22,-4,5,-1,109,6
-4,93,CC(C)C[C@H](NC(=O)OC(C)(C)C)c1nnc(SCc2ccccc2)o1,3,4,3,1,-2,100,4
0,103,CC(=O)N(C)c1ccc(OCC(O)COc2ccc(N(C)C(C)=O)cc2)cc1,-8,24,-14,2,1,99,-3
19,103,CN(C)c1ccnc(Oc2ccccc2)c1C#N,-16,1,-14,-3,7,105,nt
24,101,NC(=O)[C@@H]1CCCCNc2c(F)cc([N+](=O)[O-])cc2C(=O)N[C@@H](CC(=O)O)C(=O)NCC(=O)N1,-6,34,-13,-2,-3,97,9
-6,103,CC(C)C(=O)Nc1nnc(SCC(=O)N2c3ccccc3CC2C)s1 (stereo not drawn),0,5,-7,5,1,99,4
-12,98,CC1CCN(C(=O)C2Cc3ccccc3CN2S(=O)(=O)c2ccc(F)cc2)CC1 (stereo not drawn),-4,24,3,6,-3,92,1
-12,109,Cc1ccc2[nH]c(C)c(CCN(Cc3cccnc3)C(=S)NC(C)(C)C)c2c1,-4,-2,6,5,7,104,5
0,103,O=C(Cn1cc(S(=O)(=O)Cc2cccc(F)c2)c2ccccc21)N1CCOCC1,1,19,1,4,2,96,0
4,105,CC(=O)NC(NC(=S)Nc1ccc(S(N)(=O)=O)cc1)C(Cl)(Cl)Cl (stereo not drawn),1,-23,0,1,14,107,-2
2,104,CCOc1ccc(N(CC(=O)NC2CCCC2)S(=O)(=O)c2c(C)[nH]c(=O)[nH]c2=O)cc1,0,13,-2,0,11,105,1
18,82,O=C(NC(NC(=S)Nc1ccccc1C(=O)O)C(Cl)(Cl)Cl)c1ccco1 (stereo not drawn),12,20,-14,4,-2,93,-2
11,109,CCN1CCN(C(c2ccccn2)c2c(NC(=O)c3ccccc3)sc(C)c2C)CC1 (stereo not drawn),1,13,0,4,4,107,3
18,116,CNc1nc(-c2ccccc2)[n+](-c2ccc(C)cc2)s1,-4,0,-6,-2,45,112,4
29,94,O=C1C(NS(=O)(=O)c2ccc(Br)cc2)=C(N2CCCCC2)C(=O)c2ccccc21,18,-12,-12,8,0,100,-3
13,101,COc1ccc(CCNc2nc(C)nc3c2oc2ccccc23)cc1OC,-2,-1,2,1,10,100,6
7,104,COC(=O)c1cc(Br)c(=O)n(CCC2=CCCCC2)c1,6,6,-1,-5,2,108,5
-4,109,NC(=O)c1c(N)sc(=S)n1CC1CCCO1 (stereo not drawn),8,5,-4,8,6,104,1
82,93,O=c1cc(-c2ccc(F)cc2)[nH][nH]1,-5,20,-8,-1,-3,93,2

Part of the list above in order of SMILES length, ascending.
SUMO HTRF inh,MEKK2 WT-MEK5,Molecule,PfM18AAP inh,NALP1 yeast inh,p-CIP stab down,IDE cell activ,MEKK2 mut-MEK5,MEKK3 PB1 HTS,IDE inh
7,104,COC(=O)c1cc(Br)c(=O)n(CCC2=CCCCC2)c1,6,6,-1,-5,2,108,5
18,82,O=C(NC(NC(=S)Nc1ccccc1C(=O)O)C(Cl)(Cl)Cl)c1ccco1 (stereo not drawn),12,20,-14,4,-2,93,-2
-12,109,Cc1ccc2[nH]c(C)c(CCN(Cc3cccnc3)C(=S)NC(C)(C)C)c2c1,-4,-2,6,5,7,104,5
29,94,O=C1C(NS(=O)(=O)c2ccc(Br)cc2)=C(N2CCCCC2)C(=O)c2ccccc21,18,-12,-12,8,0,100,-3

(listing goes on)
SUMO HTRF inh,MEKK2 WT-MEK5,Molecule,PfM18AAP inh,NALP1 yeast inh,p-CIP stab down,IDE cell activ,MEKK2 mut-MEK5,MEKK3 PB1 HTS,IDE inh
-2,104,Cc1ccc(C(=O)OCC(=O)N(CC(C)C)c2c(N)n(Cc3ccccc3)c(=O)[nH]c2=O)s1,-8,0,2,-1,5,100,6
16,98,O=C(O)CS(=O)CC(=O)NCc1cccc(C(F)(F)F)c1 (stereo not drawn),-3,19,-5,-5,1,96,6
5,89,O=C(Nc1ccccc1F)C1CCCN(S(=O)(=O)c2ccccc2)C1 (stereo not drawn),0,5,-12,4,-8,97,2
-5,105,Nc1nc(NC(=O)c2ccccc2Cl)nn1-c1ccccc1,2,-15,-5,nt,6,99,-5
-2,108,Cc1ccc(S(=O)(=O)C2CCCCC2=O)cc1 (stereo not drawn),6,3,6,8,0,108,5
1,96,CCOC(=O)c1cnc(-n2nc(C)cc2C)nc1NC1CCCCC1,-1,2,-13,6,-2,102,8
-4,84,COc1ccc(CNC(=O)CSc2ccsc2[N+](=O)[O-])cc1,-3,-9,7,0,-2,81,5
-8,99,Cc1nnc(SCC(=O)N2CCCCC2)n1CC1CCCO1 (stereo not drawn),-13,1,-15,2,2,93,2
15,94,Cc1ccc(Nc2nnc(SCC(=O)c3cc4ccccc4o3)s2)cc1C,7,5,-2,-1,-3,92,3
-13,104,CCN=C1SC(C(=O)Nc2ccc(OCC)cc2)CC(=O)N1CC (stereo not drawn),4,14,1,nt,4,104,-4
14,98,Fc1ccc(-c2cc3nc4c(c(N5CCOCC5)n3n2)CCCC4)cc1,1,18,5,-2,-2,95,5
19,104,Cc1csc2c(=O)sc(NC(=O)c3ccc(F)cc3Cl)nc12,-3,nt,-7,7,0,103,8
-4,106,Cc1cc2oc(=O)cc(CN3CCN(S(=O)(=O)c4cccs4)CC3)c2cc1C(C)C,-14,nt,-4,0,0,126,-3
5,104,CSc1ncc(Cl)c(C(=O)NCc2cccnc2)n1,-2,18,4,0,0,103,nt
3,107,COc1ccc(S(=O)(=O)NCc2ccc3c(c2)OCO3)cc1OC,0,2,-4,3,3,107,-8
10,102,Cc1ccc(NC2CCCN(C(=O)CN3C(=O)CSC3=O)C2)cc1C (stereo not drawn),12,-3,-1,1,4,100,8
-29,100,O=C(O)/C=C/C(=O)NNC(=O)c1ccccc1Br,-7,-4,-1,4,2,98,-1
10,103,Fc1cnc(Cl)nc1N1CCN(c2ccccc2)CC1,-3,2,-6,-1,0,103,3
-24,98,COCC(=O)Nc1nc(-c2ccccc2)ns1,0,26,-3,5,-7,95,2
11,115,CC(C)N(CCNC(=O)c1nn(Cc2ccccc2)c(=O)c2ccccc12)C(C)C,-16,14,-16,-2,5,104,-6
1,102,Cc1noc(C)c1COc1cccc(C(=O)N2CCN(C/C=C/c3ccccc3)CC2)c1,6,6,1,-2,3,114,3
4,94,O=C1c2ccccc2CC1Sc1nnc(-c2ccccn2)o1 (stereo not drawn),1,-25,5,-4,-2,98,nt
12,104,COc1ccc(Cl)cc1S(=O)(=O)n1ccnc1C(C)C,-4,-43,-17,7,3,103,2
0,95,COc1ccc(Cn2c(=O)sc3ccccc3c2=O)cc1,-3,-19,3,3,-42,97,nt
0,115,Cc1ccc(CSC2=NCCN2C(=O)C2CC2)cc1,6,-13,0,-3,7,108,7
10,99,CC1CCCC/C1=N\NC(=S)Nc1ccccc1 (stereo not drawn),14,-3,-3,0,-1,104,-2
22,102,CCN(CC)S(=O)(=O)c1ccc(/C(O)=C(\C#N)c2nc3ccccc3n2C)cc1,4,-1,-11,1,7,105,-1
-4,98,O=C(CSc1nnc(-c2n[nH]c3ccccc23)n1-c1ccccc1)Nc1cccc(Cl)c1,4,22,-18,-7,0,99,6
10,109,C=CCc1cc(C)ccc1OCCOCCN1CCN(C)CC1,7,34,-8,8,0,101,5
-22,101,CCC(C)Nc1nc(N)c([N+](=O)[O-])c(NCc2ccccc2)n1 (stereo not drawn),2,-12,5,2,-3,101,nt
1,92,COc1ccc(C(=O)/C=C\N2CCOCC2)cc1,-2,-14,-16,3,-7,84,-2
-2,91,CCOc1ccc(NC(=S)N2CCC(NC(=O)C3CCCCC3)CC2)cc1,-2,6,1,2,-6,95,-2
-16,111,CCOC(=O)c1c(N2C(=O)C3C4C=CC(C4)C3C2=O)sc2c1CCC(C)C2 (stereo not drawn),-2,29,-13,-5,9,104,12
24,67*[inhibitor],CCN(CC)c1ccc(C=Nc2ccc(C#N)cc2)c(O)c1,11,3,-19,4,-36,101,10
20,106,CCCn1c(SCC(=O)N2CCCC2)nc2c1c(=O)n(C)c(=O)n2C,2,22,-7,-3,2,105,9
-14,105,O=C(O)C1CC(=O)N(Cc2ccccc2)C1 (stereo not drawn),3,2,5,0,3,99,-1

An excerpt; the hit share may differ from the screen's.
